# FLuc modulator: qHTS profiling assay for firefly luciferase inhibitor/activator using purifed enzyme and Km concentrations of substrates (counterscreen for miR-21 project); purified FLuc, Km substrates, luminescence inhibition; Potency, µM (doses to about 57.5 µM), for inactives: top-dose activity change, negative = inhibition, actives largely listed as inhibitors; AID 588342, 2011; Luciferin 4-monooxygenase (Photinus pyralis), P08659; hit rate 6.9% among 360,000;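 also: plate controls were vehicle for no effect and reference inhibitor for full effect; nearly all actives have a fitted effect of over 55% in size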
#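 Purified P. pyralis luciferase (10nM final) with 10uM D-luciferin and 10uM ATP (Km levels) in 50mM Tris acetate pH 7.5, 10mM Mg acetate, 0.01% Tween-20, 0.05% BSA; qHTS 6-point titration, ~60 µM downward; luminescence read.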
# VP16 counter: VP16 counterscreen qHTS for inhibitors of ROR gamma transcriptional activity; Drosophila S2 Gal4-VP16 UAS-luciferase, luminescence, 20 h; Potency, µM (doses to about 53.6 µM), for inactives: at the highest dose activity, negative = inhibition, most hits filed as inhibitors; hit rate 3.5% among 310,000;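 also: Gal4-VP16 expression switched on by copper sulfate through the metallothionein promoter; % is scaled to controls: 0 for no effect and ±100 for the full control effect; nearly all actives have a fitted effect of over 50% in size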
# Rab9 prom act: qHTS Assay for Rab9 Promoter Activators | Potency, µM (doses to about 9.22 µM), for the others: at the highest dose activation, negative = inhibition, actives largely listed as activators | hit rate 2.8% among 320,000 | AID 485297, 2010 | Huh7 Rab9 promoter-luciferase reporter, luminescence, 24 h; also: % of control where 0% means no effect; nearly all actives have a fitted effect of over 60% in size
#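 Promoter activation is measured as luciferase luminescence in Huh7 cells stably transfected with a Rab9 promoter–luciferase construct, following 24 h compound exposure at 37 °C and 10 min reagent incubation at ambient temperature.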
# ELG1 genotoxic: qHTS screen for small molecules that induce genotoxicity in human embryonic kidney (HEK293T) cells expressing luciferase-tagged ELG1; HEK293T ELG1-luciferase reporter, luminescence, 16 h; Potency, µM (top dose mostly 46 µM), inactives show top-dose activity change, positive = activation, usual class: activators; hit rate 1.3% among 330,000; AID 504466, 2011; also: % of control where 0% means no effect; nearly all actives have a fitted effect of over 60% in size
#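 DMSO vehicle served as control against compound-treated ELG1-luciferase HEK293T cells; exposure lasted 16 hr at 37 °C and 5% CO2, followed by ONE-Glo luminescence detection after 30 min.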
# MBNL1-CUG inh: qHTS Assay for Inhibitors of MBNL1-poly(CUG) RNA binding. TR-FRET MBNL1-His/biotin-(CUG)12 binding, 665/545 ratio. Potency, µM (top dose mostly 57.5 µM), for inactives: at the top dose activity change, negative = inhibition, usual class: inhibitors. hit rate 0.036% among 280,000; active = well fitted inhibition curve with a large enough effect in the signal ratio, with a control signal flat, not every such curve was filed as active; inconclusive = small, poorly fitted or top-dose-only effect, or effect the other way, or a change in a side signal; inactive = no such curve, though single readings can be large or run the other way; the % refers to the signal ratio; also: % is scaled to controls: 0 for no effect and ±100 for the full control effect
#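 TR-FRET between His-tagged MBNL1 and biotin-(CUG)12 RNA, detected with Tb anti-His antibody (0.055 ng/ul) and streptavidin-XL665 (5 nM), 60 min at room temperature. Compounds titrated 92 nM to 58 uM; 665/545 nm ratio normalized to buffer and complex controls.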
# MLL CXXC-DNA inh: qHTS Fluorescence Polarization Assay for Inhibitors of MLL CXXC domain - DNA interaction | Potency, µM (highest dose often 115 µM), without a hit: top-dose activity change, negative = inhibition, actives largely listed as inhibitors | AID 2662, 2010 | hit rate 0.037% among 290,000 | Histone-lysine N-methyltransferase 2A (Homo sapiens), Q03164 | MLL-CXXC / FITC-HOXA9 DNA fluorescence polarization; active = well fitted inhibition curve with a large enough effect in the polarisation, with a control signal flat, not every such curve was filed as active; inconclusive = small, poorly fitted or top-dose-only effect, or effect the other way, or a change in a side signal; inactive = no such curve, though single readings can be large or run the other way; the % refers to the polarisation
#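 Steps: dispense CXXC domain solution (7 uM) → pin compounds or unlabeled HOX-A9 DNA control → 5 min ambient → add FLSN-HOX-A9 solution (50 nM) → spin → 30 min ambient → fluorescence polarization. Tris pH 7.5/NaCl/DTT/BSA buffer.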
# RORg inh: qHTS for inhibitors of ROR gamma transcriptional activity | Potency, µM (highest dose often 53.6 µM), without a hit: at the highest dose activity change, negative = inhibition, actives largely listed as inhibitors | Drosophila S2 Gal4-RORgamma UAS-luciferase reporter, 20 h | AID 2551, 2010 | hit rate 5.4% among 310,000; also: % is scaled to controls: 0 for no effect and ±100 for the full control effect; nearly all actives have a fitted effect of over 60% in size
#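 A Gal4/UAS one-hybrid system in insect cells: metallothionein-promoter Gal4–ROR gamma fusion plus Photinus luciferase reporter. Copper sulfate 700 uM final, 20 hr ambient incubation, luminescent detection after 10 min with reagent.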
# p53 reactivator: qHTS assay for re-activators of p53 using a Luc reporter; H1299 p53-A138V BP100-luciferase reporter, luminescence, 24 h; Potency, µM (highest dose often 92.2 µM), without a hit: at the top dose activity change, positive = activation, hits mostly activators; hit rate 0.063% among 320,000; AID 504706, 2011; also: % of control where 0% means no effect; nearly all actives have a fitted effect of over 45% in size
#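 p53-null H1299 cells stably carrying temperature-sensitive p53-A138V and a BP100-luciferase reporter were pinned with compounds (4-point, 1:5 series) and held 24 hrs at 37 deg C. Luminescence was read 10 min after detection reagent.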
# BRCA1 expr up: qHTS Assay to Identify Small Molecule Activators of BRCA1 Expression; MCF7-BRCA1-FFLuc reporter, luminescence, 48 h; response scale: scaled: vehicle 0%, 10 µM genistein 100%; Potency, µM (series often up to 46.1 µM), for inactives: top-dose activation, hits mostly activators; hit rate 1.1% among 380,000; AID 624202, 2012; also: nearly all actives have a fitted effect of over 80% in size; some results filed as inactive show a strong effect at the top dose
#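 Using MCF7 cells harboring a BRCA1 firefly luciferase reporter, plated 2 h before compound pinning, the screen measured luminescence after 48 h incubation. Responses were normalized to DMSO and 10 microM genistein, then fitted for concentration-effect.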
# uPA surface inh: qHTS for Inhibitors of Cell Surface uPA Generation; Potency, µM (titrated, usually from 38.3 µM), without a hit: at the top dose activity change, negative = inhibition, hits mostly inhibitors; hit rate 0.31% among 330,000; cell surface uPA generation assay, qHTS; active = well fitted inhibition curve with a large enough effect; inconclusive = small, poorly fitted or top-dose-only effect; inactive = no such curve, though single readings can be large or run the other way; tested in mouse RAW 264.7 cells; also: % is scaled to controls: 0 for no effect and ±100 for the full control effect; nearly all actives have a fitted effect of over 55% in size
# NPC1 promoter act: qHTS Assay for NPC1 Promoter Activators; Huh7 NPC1 promoter luciferase reporter, 24 h; Potency, µM (top dose mostly 9.22 µM), inactives show top-dose activation, hits mostly activators; hit rate 2.4% among 320,000;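 also: % of control where 0% means no effect; nearly all actives have a fitted effect of over 60% in size; reporter is driven by a mutant NPC1 promoter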
#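 Luminescence read-out of NPC1 promoter-driven luciferase in stably transfected Huh7 cells; compounds delivered in DMSO and left 24 h at 37C, 5% CO2, qHTS titration format.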
# Starred values were filed as active, the others as inactive; ? = inconclusive; · = no result given; & = joins results of further samples; [ ] = remark or other dose. Unless noted, calls follow the shape of the dose curve; as a rule, active = well fitted curve in the direction sought with a large enough effect; inconclusive = small, poorly fitted or top-dose-only effect, or another doubt; inactive = no such curve, though single readings can be large; an effect the other way counts as inactive or inconclusive. Potency is read from the fitted curve at half-maximal effect. Only part of the results is shown; rates above refer to the full screens.
# The line under a structure holds: RORg inh | Rab9 prom act | BRCA1 expr up | VP16 counter | FLuc modulator | MLL CXXC-DNA inh | NPC1 promoter act | p53 reactivator | MBNL1-CUG inh | ELG1 genotoxic | uPA surface inh
CCCC(=O)Nc1cc(C(=O)O)ccc1S(=O)(=O)c1ccc(C)cc1
 : 0% | -4% | -10% | 1% | 5% | 1% | 2% | -6% | -8% | 1% | 2%
CC(C)CC(=O)C1=C(O)C(=O)N(Cc2ccccc2)C1c1ccccc1 (stereo not drawn)
 : 2% | 1% | 0% | 5% | 0% | -25% | -1% | 15% | 0% | -1% | 13%
COc1ccc(C(=O)N/N=C/c2ccc(N3CCOCC3)o2)cc1OC
 : ? | 0% | 0% | 7% | -15% | 1% | -2% | 2% | 17% | -7% | 3%
NS(=O)(=O)c1cccc(NC(=O)CN2CCc3ccccc32)c1
 : 19% | -2% | -13% | -11% | -12% | 0% | -3% | 21% | -1% | 1% | -4%
COc1ccc(-c2c(C#N)c(SCc3c(C)noc3C)nc3c2C(=O)CC(C)(C)C3)cc1
 : 43% | -14% | 16% | -13% | 0% | 6% | -5% | 2% | 2% | -1% | 2%
Cc1cc(C(=O)CCC(=O)N2CCN(S(=O)(=O)c3cccs3)CC2)c(C)s1
 : 5% | 2% | -25% | -4% | 1% | 18% | 1% | -6% | -3% | -9% | -4%
O=C1NN(c2ccccc2)C(=O)/C1=C\c1ccccc1
 : 0% | -2% | -22% | -17% | 17µM* | -14% | -1% | -1% | -5% | 8% | 3%
Cc1cccn2c(/C=N/OCc3ccc(F)cc3)c(-c3ccc(Cl)cc3)nc12
 : -22% | 0% | -19% | -8% | -2% | 0% | -1% | -1% | 5% | -2% | 7%
CCn1nc(C)c(/C=C2\CCCC3=C2OC(N)=C(C#N)C3c2c(C)nn(CC)c2C)c1C (stereo not drawn)
 : 40% | -34%[inhibitor] | · | -25% | -4% | -2% | -13% | -13% | ? | -5% | ·
CC(C)CC(=O)N1CCC(O)(CS(=O)(=O)Cc2ccccc2Cl)CC1
 : -24% | 2% | 0% | -9%[0.365 µM] | 0% | 15% | -1% | 2% | -26% | 0% | 2%
Cc1ccc(NCC(=O)N/N=C\c2ccc[nH]2)cc1
 : 6.3µM* | -15% | 12% | ? | ? | 33% | ? | 3% | · | 2% | -11%
CCOc1ccc(NS(=O)(=O)c2ccc3c(c2)CCN3C(C)=O)cc1
 : ? | -9% | -21%&0% | -7% | -1%&-2% | 4% | 1% | 2% | -6% | -1% | 4%
CCN(CC)S(=O)(=O)c1ccc(/C=C/C(=O)Nc2c(C)n(C)n(-c3ccccc3)c2=O)cc1
 : -23% | 9% | -4% | 1% | 4% | -2% | -1% | -1% | 9% | -6% | 3%
O=C(COC(=O)COc1ccc(Cl)cc1)Nc1ccc(N2CCOCC2)cc1
 : 0% | 2% | -1% | 7% | -9% | -12% | 0% | 4% | 7% | 0% | 1%
CCc1ccccc1NC(=O)COc1cccc(-n2cnnn2)c1
 : -26% | 1% | -15% | ? | -2% | 1% | 5% | 0% | -10% | 2% | 0%
COc1ccc2cc(CN(CC3CCCO3)C(=S)NCc3ccco3)c(=O)[nH]c2c1 (stereo not drawn)
 : ? | -20% | 4% | -1% | 1% | 2% | -8% | -5% | 39%[activator] | -3% | -3%
CCOC(=O)C1CCN(C(=O)/C=C/c2ccc3c(c2)OCO3)CC1
 : ? | 0.79µM* | 49% | -3% | 15µM* | -2% | 0.45µM* | 12% | 1% | ? | -2%
O=C(Nc1cc2c(cc1Br)OCCO2)c1cccnc1
 : ? | 8% | 38% | 2% | -1% | 63%[activator] | 2% | -3% | -8% | 30% | 5%
C/C(=N\Nc1ccc(S(=O)(=O)Nc2ccccc2)cc1[N+](=O)[O-])c1ccncc1
 : 7% | -16% | · | 1% | -1% | 1% | -11% | 16% | 8% | -9% | ·
Cc1ccc(C(CC(=O)N2CCCC2)c2ccccc2)c(O)c1C (stereo not drawn)
 : -6% | -3% | -4% | 0% | 0% | 1% | -3% | -4% | 5% | -3% | 6%
CN(C)S(=O)(=O)Nc1ccccc1C(N)=O
 : -13% | 1% | 0% | 10% | 3% | -3% | -5% | -19% | -5% | -2% | 2%
CC(C)c1nc(SCC(=O)N2CCCCCC2)c2c(=O)n(C)c(=O)n(C)c2n1
 : -4% | -1% | -24% | -7% | 0% | 14% | 0% | -4% | -11% | -21% | -4%
CC1CCN(c2ccc(NC(=S)NC(=O)c3ccc(-c4cccc([N+](=O)[O-])c4)o3)cc2)CC1
 : 1.6µM* | -5% | -21% | 7.1µM* | -3% | 14% | 0% | 4% | 5% | 16% | ·
CC(C)C(=O)Nc1cccc(-c2cn3ccccc3n2)c1
 : -36% | 17% | 7% | -12% | 11µM* | 2% | 12% | 22% | · | 8% | 0%
O=C(CSc1nnc(-c2cccnc2)n1Cc1ccco1)Nc1cccc(O)c1
 : -2% | 0% | 7% | -1% | 4% | 6% | 2% | 3% | -6% | -1% | ·
CCN1CCN(c2ccc(S(=O)(=O)N3CCCCC3)cc2NC(=O)Cc2ccccc2)CC1
 : · | -7% | -3% | · | 3% | · | 1% | 9% | · | -2% | -2%
Cc1cccc(NC(=O)C(=O)NCCCc2ccccc2)c1
 : -28% | ? | · | -16% | ? | 3% | ? | ? | -6% | 23% | ·
Cc1ccc(C)c(NC(=S)N/N=C2/CCCCc3ccccc32)c1
 : 1.6µM* | -3% | -67% | 6.3µM* | 2% | -6% | 0% | 1% | -4% | -9% | 0%
CCSc1oc(-c2ccco2)nc1S(=O)(=O)c1ccc(C)cc1
 : 0% | -4% | -17% | 8% | 2% | 19% | -4% | -4% | 3% | 0% | ?
O=C(NCc1ccccc1)Nc1cc(Cl)ccc1Cl
 : -32% | 9% | -6% | 3% | -1% | 1% | 6% | 3% | -9% | -1% | 2%
COc1ccc(Cc2noc(CN3CCCC(C(=O)c4cccs4)C3)n2)cc1OC (stereo not drawn)
 : 32% | -4% | 0% | 1% | 0% | -14% | -2% | -5% | -4% | -12% | -5%
COc1ccc(-n2nc(C(=O)NCC(=O)Nc3ccccn3)c3ccccc3c2=O)cc1Cl
 : ? | -2% | -55% | ? | 0% | 46%[activator] | -8% | -3% | -8% | 13% | -2%
CC(=O)NC(c1ccc(F)cc1)c1cccnc1 (stereo not drawn)
 : -34% | 0% | 7% | 3% | 0% | 1% | -3% | -2% | -2% | 1% | -2%
CCC(C)(C(=O)NC1CCCCC1)N(Cc1ccco1)C(=O)CC1NC(=O)NC1=O (stereo not drawn)
 : 14% | -2% | -6% | 8% | 1%[2.3 µM] | 0% | -4% | 7% | 0% | -1% | 4%
O=[N+]([O-])c1c(Nc2ccc(O)cc2)cc(Cl)c2nonc12
 : 5.6µM* | -43%[inhibitor] | -93% | 4.5µM* | -12% | 6% | -44%[inhibitor] | -17% | ? | -22% | ?
COc1cc(/C=C/CN2CCN(Cc3ccc(C)o3)C(CCO)C2)ccc1O (stereo not drawn)
 : 3% | -2% | 12% | 3% | -1% | -4% | -7% | 0% | -5% | 1% | ·
Cc1cccc(NC(=O)Nc2ccc(S(=O)(=O)Nc3onc(C)c3C)cc2)c1
 : · | ? | 70% | · | 17µM* | · | 23% | ? | · | 3% | -6%
O=C(NCCN1CCOCC1)/C(=C\c1ccc(Br)cc1)NC(=O)c1cccs1
 : -5% | 2% | -3% | -8% | -1% | -3% | -2% | -3% | -3% | 2% | -2%
CC(C)C1Cc2c(sc3ncnc(NN)c23)CO1 (stereo not drawn)
 : ? | -4%[1.84 µM] | -78% | ? | 2% | -11% | -2% | -3% | 8% | -12% | -3%
Cc1c(C(=O)Nc2c(C)n(C)n(-c3ccccc3)c2=O)oc2ccccc12
 : ? | -1% | -47% | -4% | -3% | 3% | 2% | -11% | -2% | 0% | 2%
CCC1(C)Cc2nc3[nH]c(=S)n(-c4ccc(C)cc4)c(=O)c3cc2CO1 (stereo not drawn)
 : 1.3µM* | -1% | 1% | 14µM* | 9% | ? | -1% | ? | -3% | 3% | 1%

# Screening results: PubChem BioAssay, National Center for Advancing Translational Sciences (NCATS)
